Screens as filed in PubChem.
TRHR agonist: activates the human TRH receptor | AID 493084 | activation, % at 2 µM | P34981 | TRHR cells, calcium flux fluo-8, FDSS agonist mode | 360,000 compounds, 0.18% hits; in the data active = activation above about 30%; note: 0% is about no effect
Target sequence (P34981 whole entry, looked up): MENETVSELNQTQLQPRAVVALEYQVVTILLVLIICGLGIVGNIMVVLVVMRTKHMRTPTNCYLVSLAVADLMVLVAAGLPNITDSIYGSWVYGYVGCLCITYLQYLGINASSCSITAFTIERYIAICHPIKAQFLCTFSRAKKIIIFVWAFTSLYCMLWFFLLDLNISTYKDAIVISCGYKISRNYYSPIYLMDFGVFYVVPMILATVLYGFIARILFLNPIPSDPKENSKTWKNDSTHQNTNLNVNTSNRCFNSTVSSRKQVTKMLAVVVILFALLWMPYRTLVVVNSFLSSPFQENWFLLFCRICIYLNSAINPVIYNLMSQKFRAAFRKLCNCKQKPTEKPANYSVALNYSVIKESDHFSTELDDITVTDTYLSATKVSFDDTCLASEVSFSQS
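In this calcium-flux screen, cells bearing human TRHR are dye-loaded with fluo-8, baselined for 10 cycles, then exposed to library compounds; positive kinetic calcium responses during the agonist phase mark hits, with TRH as control.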
USP1-UAF1 inh: blocks the human USP1/UAF1 deubiquitinase complex | O94782 | recombinant USP1/UAF1, Ub-Rhodamine cleavage fluorescence | Potency, µM (titrated, usually from 57.1 µM), for the others: at the top dose activity change, negative = inhibition, actives largely listed as inhibitors | 390,000 compounds, 0.23% hits | AID 743255; note: potency is the fitted concentration of half-maximal effect; % is set by controls: 0 for no effect and ±100 for the full control effect; nearly all actives have a fitted effect of over 60% in size; inactives centre near -12
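USP1/UAF1 complex at 1 nM was preincubated with compound for 15 min at room temperature, then Ub-Rho substrate (150nM final) was added. Fluorescence (480/540 nm) was read kinetically, 6 reads every 60 seconds.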
TrxR1 inh: blocks rat thioredoxin reductase 1. Potency, µM (series often up to 114 µM), for inactives: at the highest dose activity change, negative = inhibition, usual class: inhibitors. O89049. 390,000 compounds, 1% hits. recombinant rTrxR1, NADPH fluorescence consumption, selenite substrate; note: potency is the fitted concentration of half-maximal effect; % is set by controls: 0 for no effect and ±100 for the full control effect; nearly all actives have a fitted effect of over 65% in size
Target sequence (O89049 whole entry, looked up): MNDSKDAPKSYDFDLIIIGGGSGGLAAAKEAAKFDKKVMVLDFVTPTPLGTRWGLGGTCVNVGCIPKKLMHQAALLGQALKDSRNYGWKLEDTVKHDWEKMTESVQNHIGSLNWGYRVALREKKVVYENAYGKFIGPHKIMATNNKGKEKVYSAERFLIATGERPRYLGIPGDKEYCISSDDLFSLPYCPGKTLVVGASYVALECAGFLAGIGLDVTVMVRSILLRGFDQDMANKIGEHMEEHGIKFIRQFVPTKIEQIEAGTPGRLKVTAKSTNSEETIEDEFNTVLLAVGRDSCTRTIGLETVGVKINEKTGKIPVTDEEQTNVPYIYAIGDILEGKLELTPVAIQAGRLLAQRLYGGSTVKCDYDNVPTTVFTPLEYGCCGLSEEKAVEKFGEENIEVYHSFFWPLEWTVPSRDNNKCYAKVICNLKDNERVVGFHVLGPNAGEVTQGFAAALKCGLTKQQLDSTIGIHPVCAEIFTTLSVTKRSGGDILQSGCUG
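Rat TrxR1 (90 nM in the dispensed reagent) was pre-reduced with 400 uM NADPH for 5 min at room temperature, then incubated with compound for 15 min. After 400 uM selenite was added, NADPH fluorescence (Ex 340/Em 450 nm) was followed for 8 min.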
D2 agonist: activates the human D2 dopamine receptor. P14416. 340,000 compounds, 0.53% hits. HEK293 T-REx D2 cells, calcium flux agonist mode. activation, % at 2 µM;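 active = activation over 3 SD above normal in the single-dose calcium agonist read, cut at about 30% in these data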; note: 0% is about no effect
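Calcium-flux readout, 1 cycle/sec over 180 s following compound pin transfer, in inducible HEK293 Trex D2 cells (force-coupled); dopamine controls included. Positive calcium responses during this window marked compounds as potential agonists.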
TrxR1 substrate: substrates of rat thioredoxin reductase 1 | purified TrxR1 substrate turnover, NADPH consumption readout | AID 588456 | 390,000 compounds, 0.01% hits | O89049 | Potency, µM (highest dose often 114 µM), for inactives: top-dose activity change, negative = substrate turnover; note: potency is the fitted concentration of half-maximal effect; % is set by controls: 0 for no effect and ±100 for the full control effect; nearly all actives have a fitted effect of over 50% in size
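Rat TrxR1, dispensed at 90 nM, was prereduced with 400 uM NADPH (final) for 5 min at ~22 deg C, then incubated with compound 15 min before 400 uM selenite. A first-read NADPH fluorescence drop versus no-compound background flagged substrates.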
D2 antag: antagonists of human D2 dopamine receptor. 340,000 compounds, 2% hits. AID 485344. P14416. HEK293 TREx D2 cells, calcium flux, dopamine EC80. inhibition, % at 10 µM; in the data active = inhibition above about 30%; note: 0% is about no effect
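Overnight-induced (tetracycline, 30 C) HEK293 T-REx cells carrying force-coupled D2 receive a no-wash calcium dye, then compound, then EC80 dopamine at 180 s; signals are read kinetically throughout.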
mIDH1 inhibitor: blocks human mutant IDH1 R132H enzyme | AID 602179 | IDH1-R132H enzyme, NADPH consumption, diaphorase/resazurin fluorescence | Potency, µM (series often up to 76.6 µM), for inactives: at the highest dose activity change, negative = inhibition, most hits filed as inhibitors | O75874 | 390,000 compounds, 0.093% hits; note: potency is the fitted concentration of half-maximal effect; % is set by controls: 0 for no effect and ±100 for the full control effect; nearly all actives have a fitted effect of over 65% in size
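IDH1-R132H (0.5 ug/mL dispensed) in pH 7.5 Tris buffer was preincubated 30 min with compound, then given a substrate mix of 0.016 mM NADPH and 2 mM alpha-KG for 80 min at room temperature; remaining NADPH was read by diaphorase/resazurin fluorescence.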
PI4K2A block: PI4K2A (human) kinase inhibition; purified PI4K2A, ADP-Glo luminescence, 1 h; active compounds read low; activity change, negative = inhibition, % at 76.9 µM; 420,000 compounds, 0.13% hits; in the data active = activity change below about -50%; inconclusive = mostly about -30% to -49%;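 note: -100% = wells without enzyme as full effect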
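ADP-Glo luminescence measured ADP generated by PI4K2A enzyme (4 ug/mL before mixing) with 1.2 mM PI substrate (pre-mix) and 300 microM ATP (pre-mix). Tris pH7.5 buffer with MgCl2, Triton X-100; 1 h reaction at ambient temperature.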
TRHR enhancer: allosteric enhancers of human TRH receptor | P34981 | TRHR cells, fluo-8 calcium fluorescence, EC20 TRH enhancement | enhancement, % at 2 µM | 360,000 compounds, 0.66% hits | AID 493056; in the data active = enhancement above about 30%; note: 0% is about no effect
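Enhancer read-out: after compound pinning and an initial kinetic agonist-mode read, an EC20 of TRH (10 nM final) was injected and fluo-8 calcium signal (Ex 480/Em 530) followed at 1 s/cycle for 100 cycles in TRHR-expressing cells.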
* hit, by the source's call; ? = inconclusive; / = not tested or not shown; & = joins results of further samples; [ ] = remark or other dose. Unless noted, calls come from the whole dose curve; as a rule, active = well fitted inhibition curve with a large enough effect; inconclusive = small, poorly fitted or top-dose-only effect; inactive = no such curve, though single readings can be large or run the other way.

Compound	USP1-UAF1 inh	TRHR enhancer	mIDH1 inhibitor	D2 antag	TrxR1 substrate	PI4K2A block	TrxR1 inh	D2 agonist	TRHR agonist
CC(C)n1cc(-c2nc(C(=O)NN)cs2)c(=O)n(Cc2ccccc2)c1=O	-10.4%	-1.1	4.6%	21.6	-13.7%[57.1 µM]	-1.4	-14.8%[57.1 µM]	1.4	-0.1
O=C(COc1ccccc1)NCc1nnc(SCC(=O)Nc2nccs2)n1-c1ccccc1	-4.4%	5.1	-1.7%	-0.8	3.1%[57.1 µM]	2.0	20.0%[57.1 µM]	-0.1	0.0
Cc1cc(C)n(-c2ccc(C(=O)OCC(=O)Nc3ccc(Cl)c(S(=O)(=O)N(C)C)c3)cc2)n1	-4.0%	1.0	1.2%	-7.4	8.6%	-1.6	29.0%	0.5	0.2
Cc1ccccc1-n1c(=S)[nH]c2nc3c(cc2c1=O)CCCC3	0.2%	-4.7	-4.7%	6.2	4.4%[57.1 µM]	-1.2	-3.0%[57.1 µM]	-0.4	-0.1
O=C(COC(=O)C1CC(=O)N(Cc2ccccc2)C1)Nc1ccc2c(c1)OCO2 (stereo not given)	-20.1%	0.0	-3.3%	-4.1	-0.2%	1.6	5.6%	0.3	0.2
Cc1ccccc1NC(=O)N1CCc2cc(S(=O)(=O)N3CCC(C)CC3)ccc21	-20.5%	2.1	/	/	1.1%	0.3	12.8%	0.3	0.3
CCc1ccc(NS(=O)(=O)c2c(C(=O)N3CCOCC3)c(C)n(C)c2C)cc1	-11.7%	2.4	-3.1%	-24.8	0.9%	-7.2	14.2%	-0.3	-1.0
CCOC(=O)C(NC(=O)c1cccc(Cl)c1)(OCc1ccc(F)cc1)C(F)(F)F (stereo not given)	-18.3%	12.5	-21.1%	-3.7	-8.7%[57.1 µM]	-2.6	-16.7%[57.1 µM]	-1.5	-2.8
Cc1ccc(C(C)C)c(OCC(=O)NCC2(N(C)C)CCCCC2)c1	-7.3%	-6.0	2.6%	/	-7.1%	1.4	2.5%	-1.1	1.4
Cc1ccnc(NC(=O)CNC(=O)c2ccc3ccccc3c2)c1	-5.5%	-9.9	5.8%	8.1	2.3%	0.5	3.9%	-0.2	0.0

New compounds follow
Compound	USP1-UAF1 inh	TRHR enhancer	mIDH1 inhibitor	D2 antag	TrxR1 substrate	PI4K2A block	TrxR1 inh	D2 agonist	TRHR agonist
COc1ccccc1CNC(=O)c1cccc(S(=O)(=O)N2CCCC2)c1	-6.0%	-11.6	8.2%	-6.9	12.9%	8.0	-7.7%	-0.8	-0.6
COC(=O)c1cccc(NC(=O)Nc2ccc(Cl)cc2)c1	-19.6%	-10.5	6.0%	10.2	-6.4%[57.1 µM]	-0.3	14.1%	2.9	3.0
Cc1ccccc1CNC(=O)c1sc2ncnc(N(C)C3CCCCC3)c2c1C	-17.0%	11.4	7.5%	/	-14.4%[57.1 µM]	0.5	-12.2%[57.1 µM]	0.4	-0.2
O=C(NC1CCCCCC1)c1ccc2c(=O)n3c(nc2c1)CCCCC3	-3.9%	-4.1	4.5%	16.0	7.3%[57.1 µM]	-10.1	19.5%[57.1 µM]	-1.1	0.0
CCN(CC(=O)NCCc1ccccc1)S(=O)(=O)c1ccc(Br)cc1	5.2%	-0.1	1.5%	-11.1	1.1%	-1.3	7.3%	0.4	0.6
CCOC(=O)C=C(OC(=O)c1ccc(OC)cc1)c1ccccc1	-6.4%	/	2.8%	/	-1.1%	0.0	19.9%	/	/
Clc1cccc(N/N=C/c2ccc(N3CCOCC3)s2)c1	-20.3%	4.3	-1.6%	-6.1	-8.6%	-2.5	-6.0%	1.9	0.3
COc1ccc(-c2[nH]ncc2CN(C)Cc2nonc2C)c(OC)c1	6.6%	-8.2	4.6%	/	-0.7%	0.5	15.8%	/	-0.5
NC(=O)CCN1CCC(c2nc3ccccc3s2)CC1	9.5%	-5.2	-5.1%	-18.4	0.1%	-0.9	16.2%	1.3	0.8
O=S(=O)(Nc1nc2ccccc2nc1Cl)c1ccc(F)cc1	-2.7%	-6.6	7.4%	-0.1	-4.8%	1.2	-29.0%	-0.7	-0.9

Next compounds follow:
Compound	USP1-UAF1 inh	TRHR enhancer	mIDH1 inhibitor	D2 antag	TrxR1 substrate	PI4K2A block	TrxR1 inh	D2 agonist	TRHR agonist
O=C(Cn1cnc2ccccc21)N/N=C/c1ccco1	-8.4%	14.5	-5.6%	19.6	2.4%	-5.7	7.5%	0.5	0.7
C=CCn1c(Cc2cccs2)nnc1SCC(=O)Nc1ccc(OC)cc1	-1.4%	-4.6	5.0%	/	-7.8%	-5.5	0.0%	/	0.0
CCOc1ccc(C(=O)Nc2ccc(S(=O)(=O)N(Cc3ccccc3)c3ccccc3)cc2)cc1	12.2%	1.7	-13.6%	/	-2.2%	-0.6	15.6%	2.5	1.4
COc1ccc2oc(C(=O)OCC(=O)Nc3ccc(NC(C)=O)cc3)c(C)c2c1	-3.6%	37.9*	12.5%	2.3	17.3%	-2.7	10.0%	0.3	0.6
CCOC(=O)c1sc(NC(=O)CSc2nncn2C)nc1C	-11.7%	-0.8	6.2%	0.2	1.0%	3.6	0.8%	1.5	0.7
O=C(CSc1ncc(-c2ccc(F)cc2)n1Cc1ccco1)Nc1nccs1	-22.3%	-6.3	4.9%	17.2	-2.4%	2.6	-12.1%	0.3	2.9
CC(c1ccccc1)C(Cc1nc2ccccc2[nH]1)c1nc2ccccc2[nH]1 (stereo not given)	/	15.1	/	-0.5	/	/	/	-1.5	-1.3
O=C(Nc1ccc(F)cc1)Nc1cccnc1	-10.5%	-6.2	-4.1%	10.2	2.9%	1.5	14.4%	0.1	0.4
Brc1ccc(-c2nnc3sc(CNC4CCCC4)cn23)cc1	-6.6%	0.0	-4.3%	/	4.8%[57.1 µM]	-0.1	15.0%[57.1 µM]	/	0.0
CC(C)(C)N(Cc1ccccc1)C(=O)COC(=O)C1CC(=O)N(Cc2ccccc2)C1 (stereo not given)	-6.0%	/	4.5%	/	-6.6%[57.1 µM]	-0.4	-9.6%[57.1 µM]	/	/

The final 2 records of the part before lead into the next:
Compound	USP1-UAF1 inh	TRHR enhancer	mIDH1 inhibitor	D2 antag	TrxR1 substrate	PI4K2A block	TrxR1 inh	D2 agonist	TRHR agonist
Brc1ccc(-c2nnc3sc(CNC4CCCC4)cn23)cc1	-6.6%	0.0	-4.3%	/	4.8%[57.1 µM]	-0.1	15.0%[57.1 µM]	/	0.0
CC(C)(C)N(Cc1ccccc1)C(=O)COC(=O)C1CC(=O)N(Cc2ccccc2)C1 (stereo not given)	-6.0%	/	4.5%	/	-6.6%[57.1 µM]	-0.4	-9.6%[57.1 µM]	/	/
CC1Cc2ccccc2N1C(=O)c1nn(C)cc1Br (stereo not given)	0.5%	-0.4	8.8%	1.4	11.2%	-2.5	26.0%	-0.4	-1.0
COc1cccc(-c2cc(C(=O)Nc3cc(OC)c(OC)c(OC)c3)no2)c1	-10.1%	9.4	6.0%	43.7*	1.8%	-2.0	10.4%	-1.9	0.0
N#CCCN1CCN(C(=S)c2ccc(-c3cccc(Cl)c3)o2)CC1	-24.6%	5.4	1.9%	0.9	0.4%	0.9	-8.8%	0.4	-1.6
O=C(Nc1ccc2c(c1)CCC2)c1cc(=O)[nH]c2ccccc12	-6.9%	8.1	-2.9%	2.7	-2.7%	104.4	6.7%	0.3	0.4
CC(=O)Nc1ccc(NC(C)=C(C#N)C#N)cc1	-8.7%	-1.8	-7.7%	-5.4	-5.1%	2.4	6.0%	0.6	0.4
O=C(OCC(=O)N1CCN(C(=O)c2ccco2)CC1)c1ccccc1C(=O)c1ccccc1	-6.2%	-0.4	3.1%	5.7	-4.2%	-0.4	?	-0.3	-0.4
C=CCN1C(=O)CSc2ccc(C(=O)NCc3ccc(F)cc3)cc21	-10.0%	-8.0	4.3%	-31.2	-13.6%	-1.2	-34.6%	-0.4	-0.1
COc1ccc(C(=O)NCC(=O)OCC(=O)N2CCCc3ccccc32)cc1	-10.7%	37.1*	-6.8%	-6.5	7.0%[57.1 µM]	-4.2	5.4%[57.1 µM]	-0.7	-0.4
CCOC(=O)C(C(C)C)C(N)Cc1ccc(F)cc1 (stereo not given)	-22.3%	-12.1	5.6%	/	9.3%	-5.8	16.3%	/	0.0
CC(C)C[C@H](NC(=O)c1nc[nH]c1C(=O)NCCCCCNC(=O)OC(C)(C)C)C(=O)OCc1ccccc1	-26.1%	-2.6	6.6%	1.7	0.9%	0.9	34.0%	0.9	1.1

Remaining list, next part
Compound	USP1-UAF1 inh	TRHR enhancer	mIDH1 inhibitor	D2 antag	TrxR1 substrate	PI4K2A block	TrxR1 inh	D2 agonist	TRHR agonist
Cc1nn(C)c(C)c1CN(C)C(=O)C1(C)CC1(Br)Br (stereo not given)	-3.5%	-4.3	21.7%	-7.7	4.1%[57.1 µM]	0.0	4.7%	0.3	-0.9
Cc1ccc(C(=O)N2CCN(c3ccccc3)CC2)cc1S(=O)(=O)N1CCOCC1	5.0%	-1.0	-1.2%	-1.2	-2.0%	-1.5	-12.8%[57.1 µM]	7.8	0.2
CC(=O)N1c2ccc(S(=O)(=O)NCC3CCC(C(=O)N4CCC(C)CC4)CC3)cc2CC1C (stereo not given)	-32.1%	5.9	-8.4%	-3.1	5.7%	-8.9	27.2%	-0.4	0.0
Cc1ccc(Cn2ccnc2SCC(=O)NC2CCCC2)cc1	?	-5.0&-4.1	4.1%&0.0%	1.8	6.9%	2.8&3.6	17.4%	-1.4&1.0	1.0&-0.5
